# Source: PubChem (National Center for Advancing Translational Sciences (NCATS))
# PI5P4K alpha inh = blocks human PI5P4K alpha kinase activity; 1.2% of 330,000 active; P48426; PI5P4Kalpha enzyme, ADP-Glo luminescence, 60 min; stronger effect = lower value; max response, %; active means max response of -50% or lower; inconclusive means between -30% and -50%; inactive means -30% or higher; further: value at the top dose of about 77 µM; on the % scale 0 is the no-effect control and ±100 the full control effect
#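 Controls without substrate or without enzyme flank wells where PI5P4Kalpha converts substrate using 5 microM ATP (final). Incubation lasts 60 minutes at room temperature; ADP formed is read by ADP-Glo luminescence.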
# PLK1 PBD inh = blocks phosphopeptide binding to human PLK1 polo-box domain; 2.8% of 360,000 active; P53350; Plk1 PBD binding of FITC phosphopeptide, fluorescence polarization; Potency, µM, inactives show max response, negative = inhibition, hits mostly inhibitors; further: potency means the concentration at half of the fitted maximal effect; series mostly up to about 57 µM; on the % scale 0 is the no-effect control and ±100 the full control effect; nearly all actives have a fitted effect of over 65% in size
# GLP-1R agonist = agonists of human GLP-1 receptor | 0.007% of 380,000 active | Potency, µM (titrated, usually from 45.6 µM), for inactives: top-dose activation, actives largely listed as activators | P43220 | HEK293 GLP-1R CRE-luciferase, luminescence, 4-6 h; cells express a hypersensitive GLP-1R form; further: potency means the concentration at half of the fitted maximal effect; % of control where 0% means no effect
# HEK293 tox = cytotoxic in the GLP-1 receptor inverse agonist counter-screen; HEK293 cAMP-luciferase reporter cells, luminescence, 24 h; Potency, µM (top dose mostly 38.3 µM), inactives show at the top dose activity change, negative = inhibition, hits mostly inhibitors; 0.13% of 410,000 active;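 further: loss of luciferase light is scored as toxicity; potency means the concentration at half of the fitted maximal effect; on the % scale 0 is the no-effect control and ±100 the full control effect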
#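 Cells in DMEM/10% Nu serum/1% pen-strep, 1536-well format. Pre-incubated 12 h, dosed with 23 nL compound, incubated a further 24 h. Luciferase detection, 12 min at room temp, luminescence.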
# GLP-1R inv ag = inverse agonists of human GLP-1 receptor. 1.6% of 410,000 active. P43220. Potency, µM (series often up to 38.3 µM), for the others: top-dose activity change, negative = inhibition, usual class: inhibitors. HEK293 GLP-1R CRE-luciferase, luminescence, 24 h; GLP-1R form is constitutively active; further: potency means the concentration at half of the fitted maximal effect; on the % scale 0 is the no-effect control and ±100 the full control effect; nearly all actives have a fitted effect of over 55% in size
#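 HEK293 cells stably co-expressing constitutively active GLP-1R and a cAMP-responsive luciferase reporter were seeded in DMEM with 10% Nu serum, given compounds after 12 h, and incubated 24 h at 37 deg C. Luminescence was then read.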
# WRN helicase inh = blocks human WRN helicase | Q14191 | WRN helicase unwinding, fluorescent forked duplex, kinetic | 0.46% of 360,000 active | Potency, µM (titrated, usually from 114 µM), without a hit: at the highest dose activity change, negative = inhibition, hits mostly inhibitors; further: potency means the concentration at half of the fitted maximal effect; on the % scale 0 is the no-effect control and ±100 the full control effect; nearly all actives have a fitted effect of over 55% in size
# Target sequence (Q14191 whole entry, looked up): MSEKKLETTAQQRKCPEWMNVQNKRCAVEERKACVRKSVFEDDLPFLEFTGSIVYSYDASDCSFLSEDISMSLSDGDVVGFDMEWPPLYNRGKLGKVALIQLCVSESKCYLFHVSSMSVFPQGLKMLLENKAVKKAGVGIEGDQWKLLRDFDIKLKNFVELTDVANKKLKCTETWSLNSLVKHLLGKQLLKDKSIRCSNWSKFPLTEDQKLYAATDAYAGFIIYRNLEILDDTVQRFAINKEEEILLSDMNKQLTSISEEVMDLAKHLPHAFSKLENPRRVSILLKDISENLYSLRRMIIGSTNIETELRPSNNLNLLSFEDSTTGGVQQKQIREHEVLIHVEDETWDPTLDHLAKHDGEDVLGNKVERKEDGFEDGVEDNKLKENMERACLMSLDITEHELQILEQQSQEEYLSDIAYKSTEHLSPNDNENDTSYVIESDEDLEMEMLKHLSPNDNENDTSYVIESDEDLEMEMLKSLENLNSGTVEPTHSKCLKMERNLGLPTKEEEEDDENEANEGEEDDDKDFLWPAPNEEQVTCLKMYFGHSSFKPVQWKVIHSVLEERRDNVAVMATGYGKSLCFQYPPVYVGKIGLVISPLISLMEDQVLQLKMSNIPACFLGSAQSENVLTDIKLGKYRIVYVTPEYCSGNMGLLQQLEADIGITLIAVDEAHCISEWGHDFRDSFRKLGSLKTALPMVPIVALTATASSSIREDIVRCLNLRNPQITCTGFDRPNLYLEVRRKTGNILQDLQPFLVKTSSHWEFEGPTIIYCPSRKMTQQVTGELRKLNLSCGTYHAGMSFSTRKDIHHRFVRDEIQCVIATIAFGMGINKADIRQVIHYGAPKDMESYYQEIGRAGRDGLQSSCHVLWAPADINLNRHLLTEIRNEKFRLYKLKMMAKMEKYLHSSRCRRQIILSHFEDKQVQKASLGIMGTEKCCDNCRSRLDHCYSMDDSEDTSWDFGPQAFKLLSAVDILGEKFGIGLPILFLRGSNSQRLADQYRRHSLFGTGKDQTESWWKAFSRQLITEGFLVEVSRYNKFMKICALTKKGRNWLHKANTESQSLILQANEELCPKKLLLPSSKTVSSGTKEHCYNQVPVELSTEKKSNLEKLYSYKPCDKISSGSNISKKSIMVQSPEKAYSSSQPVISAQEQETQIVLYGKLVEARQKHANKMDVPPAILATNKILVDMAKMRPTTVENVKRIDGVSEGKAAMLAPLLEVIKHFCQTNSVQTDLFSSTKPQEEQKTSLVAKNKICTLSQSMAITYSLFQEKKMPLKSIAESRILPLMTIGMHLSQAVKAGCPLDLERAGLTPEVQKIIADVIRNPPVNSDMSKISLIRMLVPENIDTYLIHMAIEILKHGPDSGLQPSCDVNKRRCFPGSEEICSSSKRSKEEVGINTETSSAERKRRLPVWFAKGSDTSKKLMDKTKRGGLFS
#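 WRN at 20 nM final preincubated with compound 15 min at room temperature; reaction started with 100 nM fluorophore/quencher forked duplex oligonucleotide and 2 mM ATP final. Unwinding followed kinetically by red fluorescence (ex 525, em 598 nm).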
# D3 antag = antagonists of human D3 dopamine receptor. P35462. D3R cells, DiscoveRx beta-arrestin luminescence, antagonist mode; stronger effect = lower value. max response, negative = inhibition, %. 2.5% of 360,000 active. AID 652054; in the data active means max response below about -50%; inconclusive means no clear call, values can overlap the other calls; further: on the % scale 0 is the no-effect control and ±100 the full control effect; mostly tested at two doses, the higher about 12 µM
#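 Cells plated overnight at 1500 cells/well, then exposed to library compounds with dopamine controls for 90 minutes at 37 degrees C. DiscoveRx reagent added for 30–60 minutes at room temperature; luminescence read, quantitative HTS format.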
# DRD3 agonist = agonists of human D3 dopamine receptor; AID 652048; 0.58% of 410,000 active; max activation, %; P35462; D3R DiscoveRx beta-arrestin cells, luminescence, 90 min; in the data active means max activation above about 30%; further: 0% is about no effect; mostly tested at two doses, the higher about 12 µM
#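 Agonist-mode cell screen: cells plated at 1500/well and incubated overnight at 37 °C, then exposed to library compounds for 90 min at 37 °C. Detection reagent was added for 30–60 min at room temperature, and luminescence was read.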
# IL-2 act = activates IL-2 in a cell-based reporter assay | IL-2 activation reporter assay, cell-based qHTS; stimulated with anti-CD3/CD4/CD28 beads; in transgenic mouse T cells | activation, % (series mostly up to about 46 µM) | 0.065% of 360,000 active; in the data active means activation above about 50%; inconclusive means mostly about 30% to 49%; further: 0% is about no effect
#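 Unstimulated transgenic mouse T cells preincubated 60 min with compound, then stimulated with anti-CD3/anti-CD4-coated beads plus anti-CD28 for 18 h at 37 degrees C. IL-2 response read as EGFP and DsRed fluorescence by plate cytometry.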
# Active calls of the source: *; ? = inconclusive; . = no result given; [ ] = another dose, or the depositor's remark. Unless noted, the call rests on the fitted dose curve; in most records, active means well fitted curve in the direction sought with a large enough effect; inconclusive means small, poorly fitted or top-dose-only effect, or another doubt; inactive means no such curve, though single readings can be large; an effect the other way counts as inactive or inconclusive. Not a hit list; 7.8% or so of the library scored in one or more.
SMILES,PI5P4K alpha inh,PLK1 PBD inh,GLP-1R agonist,HEK293 tox,GLP-1R inv ag,WRN helicase inh,D3 antag,DRD3 agonist,IL-2 act
COc1ccc(CCNC(=O)COC(=O)Cn2cnc3ccccc3c2=O)cc1,-3,1%,21%,-7%,7%,-3%,11,4,-2.2
COc1ccc(C(=O)Nc2cccc(N(C)S(C)(=O)=O)c2)cc1OC,.,-10%,0%,-24%,5%,-13%,-12,-20,-1.5
CO/N=C/C(=N\Nc1ccc(OC)cc1)C(=O)c1ccc(F)cc1,6,24µM*,2%,-2%,8%,1%[57.1 µM],1,-1,-1.2
COc1ccc(C(=O)NCCCOc2cccnc2)cc1OC1CCN(C(C)=O)CC1,-4,-17%,12%,11%,19%,2%,-4,-2,-5.2
CNc1c(NS(=O)(=O)c2ccc(C(C)(C)C)cc2)c(=O)oc2ccccc12,10,-4%,0%,-5%,-9%,-2%,11,-16,-0.4
Cc1ccc(C(=O)Nc2ccccc2-c2ccccc2)cc1S(=O)(=O)Nc1cccc(C)c1C,.,-10%,3%,4%,0%,-3%,-10,0,0.4
CCOc1ccc(OCCCC(=O)NC2=NCCS2)cc1,.,-6%,-1%,1%,0%,2%,?,-4,0.8
O=C(c1cc(COc2c(F)cccc2F)on1)N1C[C@H]2CC[C@H]1C2,7,0%,6%,-10%,?,-7%,9,-1,-3.2
O=C(NCc1ccc(Cl)cc1)Nc1ccc(F)cc1,5,-8%,-3%,-10%,-14%,2%,-23,-11,-2.9
O=C(NCc1nnc(SCC(=O)N2CCN(c3ccccc3)CC2)o1)c1ccc(F)cc1,3,-21%,4%,-2%,7%,?,1,4,-3.5
Cc1ccc(NC(=O)CC2SC(=Nc3ccc(O)cc3)NC2=O)cc1 (configuration not stated),4,-12%,7%,-3%,11%,?,-14,-12,-0.7
O=C(c1nc2ccccn2c1CNCC1OCCc2ccccc21)N1CCOCC1 (configuration not stated),-1,-12%,10%,2%,0%,4%,-26,-10,-1.6
CC1(C)Cc2cccc(OCC(=O)N3CCN(c4cccc(Cl)c4)CC3)c2O1,-10,-2%,5%,2%,?,-4%,-15,3,-2.5
C/C(=C\C(=O)C(F)(F)F)Nc1ccc(C(F)(F)F)cc1,0,-2%,-13%,-10%,9%,13%,-12,9,0.7
CCOc1ccccc1NC(=O)N1CCC(NC(=O)C2CCCCC2)CC1,-7,-5%,9%,3%,-13%,10%,4,0,1.0
O=C(CSC1=NC2(CCCCCC2)N=C1c1ccccc1)Nc1ccc2c(c1)OCCO2,-6,2%,2%,-10%,?,3%,-6,-4,-4.9
COc1ccc(C(=S)N2CCN(c3ccccc3C)CC2)cc1,-5,21µM*,2%,4%,?,-5%,-5,-2,-1.5
Cc1csc(NC(=O)C2CSC3(C)CCC(=O)N23)n1 (configuration not stated),6,14%,-2%,11%,7%,4%,20,-3,-2.3
O=C(Cc1ncc(C(F)(F)F)cc1Cl)N1CCN(c2ccccn2)CC1,3,-7%,1%,11%,3%,-8%,28,-1,-2.3
CC(Cl)C(=O)NC(=O)NC12CC3CC(CC(C3)C1)C2 (configuration not stated),3,-7%,13%,8%,?,-28%,0,-2,0.5
COc1ccc(/C=C2\N=C(C(C)(C)C)OC2=O)c(OC)c1,5,2%,-6%,1%,14%,-12%,-21,-4,-0.7
O=C(C1CCCCC1)N1CCC(c2nc3ccccc3[nH]2)CC1,.,-6%,-9%,-30%,-3%,2%,-11,8,6.3
COc1ccc(/C=C(/C#N)C(=O)Nc2cccnc2)cc1OC,9,3%,3%,3%,1%,-9%,20,-5,0.0
Cc1cc(C)cc(OCc2nnc(SCC(=O)c3ccc(Br)cc3)o2)c1,1,-8%,-31%[inhibitor],-15%,?,-6%,-5,-6,0.4
COc1cccc(C2/C(=C(/O)c3ccc(F)cc3)C(=O)C(=O)N2CCN(C)C)c1 (configuration not stated),.,?,-6%,-15%,23%,-3%,-6,1,-1.8

# Other results follow:
SMILES,PI5P4K alpha inh,PLK1 PBD inh,GLP-1R agonist,HEK293 tox,GLP-1R inv ag,WRN helicase inh,D3 antag,DRD3 agonist,IL-2 act
COc1ccc(-c2noc3c2-c2nc(-c4ccc(C)cc4)sc2CC3)cc1,-1,-7%,2%,1%,18%,-2%,6,29,-0.2
O=c1c(-c2nnc(SCc3ccc(Cl)c(Cl)c3)o2)cccn1Cc1ccccc1,16,-9%,-1%,18%,-8%,-4%,-7,-3,0.6
CCOC(=O)C1CCCN(CC(=O)Nc2cccc(C(C)=O)c2)C1 (configuration not stated),2,-4%,9%,9%,-9%,-1%,-4,-3,-0.4
CCc1cc2c3c([nH]c2cc1S(=O)(=O)NCCCOC)CC(C)(C)CC3=O,2,-6%,2%,4%,-5%,3%,-12,-2,-0.8
COc1ccc(C(c2sc3nc(C)nn3c2O)N2CC(C)OC(C)C2)cc1OC (configuration not stated),0,-5%,-2%,0%,7%,-1%,-3,1,-0.7
COc1cccc(NC(=O)CCC2CCN(C(=O)c3scnc3C)CC2)c1,-7,-11%,-7%,12%,35%[activator],-22%,-4,-4,-0.3
O=C(Cn1c(=O)oc2ccccc21)Nc1ccc(S(=O)(=O)N2CCCCC2)cc1,2,-3%,-1%,-8%,-19%,-11%[57.1 µM],9,1,-2.0
Cc1ccc2nc(NCCCN3CCOCC3)c(C=NCCCN3CCOCC3)c(=O)n2c1,2,-7%,19%,66%[activator],64%[activator],-9%,5,-12,-0.3
CCOc1ccc(NC(=NCc2ccc3c(c2)OCO3)SC2CC(=O)N(c3ccc(C(=O)O)cc3)C2=O)cc1 (configuration not stated),3,?,-2%,-1%[1.53 µM],?,-33%[57.1 µM],-3,-1,0.2
Nc1ccc(O)c2c(=O)cc(-c3ccccc3Cl)oc12,-1,-3%,9%,0%,1%,-12%,10,8,0.0
CC(C)(C)c1ccc(CNc2cc(N3CCOCC3)ccc2[N+](=O)[O-])cc1,2,-5%,12%,5%,?,-11%,-16,-10,-0.2
CCCCn1c(N)c(N(CC(C)C)C(=O)COC(=O)Cc2cccc(OC)c2)c(=O)[nH]c1=O,16,-2%,-7%,2%,0%,1%,28,6,0.3
CN(C)c1ccc(CC2C(=O)Nc3ccccc32)cc1 (configuration not stated),3,-9%,17%,1%,29%,-19%,8,13,-3.1
O=C(O)CNC(=O)c1ccc(OC(F)F)cc1,.,1%,0%,4%,-18%,1%[57.1 µM],?,9,-0.2
c1ccc(C(CN2CCOCC2)c2ccccc2)cc1,.,-11%,-8%,10%,5%,1%,-7,-11,-0.9
Cc1ccccc1C(=O)N=c1sccn1C,3,-8%,11%,13%,5%,-10%,6,-3,13
COc1cc(C(=O)N2CCN(c3ccccc3)CC2)c2ccccc2n1,-3,-10%,32%,-28%,?,-1%,-8,-8,0.6
C#CCOCCOCCOCCNc1nc(N2CCN(C(=O)[C@H]([C@@H](C)CC)n3cc([C@@H](N)CO)nn3)CC2)nc(N2CCN(C(=O)[C@H](Cc3ccc(O)cc3)n3cc([C@@H](N)C(C)CC)nn3)CC2)n1 (some centres not stated),29,3%,-4%,6%,26%,15%,0,18,0.1
COc1ccc(C(CNC(=O)CSc2ccc(Br)cc2C)N2CCOCC2)cc1 (configuration not stated),1,-22%,6%,-6%,?,-16%,-26,-11,-1.3
CCc1ccccc1NC(=O)Nc1ccc(F)cc1,0,-8%,10%,-8%,?,0%,1,1,-2.1
O=C(CCN1Cc2ccccc2C1)c1ccc2c(c1)OCCO2,.,24µM*,-5%,-19%,0%,-18%,-52*,-29,-2.1
Cc1ccc(S(=O)(=O)c2nc(-c3ccccc3Cl)oc2N2CCN(C)CC2)cc1,-5,-3%,8%,-4%,10µM*,-20%,-55*,-17,-0.3
Cc1ccc(NC(=O)CCN2CCN(CCO)CC2)cc1,5,3%,-3%,-2%,6%,2%[57.1 µM],2,-14,-3.9
NC(=S)N1OC[C@@H]2COc3ccc4ccccc4c3[C@@H]21,10,1%,-1%,-20%,?,-6%,-19,10,-2.7
COc1ccc(C(=O)Nc2cc(OC)c(NC(=O)c3ccco3)cc2OC)cc1,.,-7%,-2%,-7%,0%,-7%,20,18,-1.4

# Continued:
SMILES,PI5P4K alpha inh,PLK1 PBD inh,GLP-1R agonist,HEK293 tox,GLP-1R inv ag,WRN helicase inh,D3 antag,DRD3 agonist,IL-2 act
CC(C)=NOC(=O)c1c(C)noc1-c1snnc1C,5,-3%,7%,-16%,11%,-16%,2,3,-1.3
CCCN1CC23C=CC(O2)C(C(=O)O)C3C1=O (configuration not stated),6,-1%,-4%,4%,16%,-12%,23,-1,-2.2
COC(=O)c1c(NC(=O)C(=O)NCCCN2CCOCC2)sc2c1CC(C)(C)OC2,8,-9%,-5%,6%,3%,3%,2,4,-1.0
Cc1ccnc(NS(=O)(=O)c2ccc(NC(=O)CCS(=O)(=O)c3ccccc3)cc2)n1,2,-3%,-8%,0%,13%,-2%,23,0,-0.1
O=C(O)c1cc(N2C(=O)C=CC2=O)cc(N2C(=O)C=CC2=O)c1,-78*,2.7µM*,-3%,-26%,5%,8.9µM*,-11,4,-1.8
CCOC(=O)N1CCC(N(CCN(C)C)C(=S)Nc2ccc(Oc3ccccc3)cc2)CC1,4,?,8%,-1%,?,-8%,0,-10,-0.1
O=S1(=O)CCN(Cc2ccncc2)CC1,5,-1%,-4%,32%[activator],23%,-4%,-1,6,1.2
Cn1cccc1C(=O)NC(=O)COC(=O)CNC(=O)CNC(=O)c1ccc(Cl)cc1Cl,-12,-1%,14%,-5%,32%,11%,-15,0,-2.8
CC(C)CC(N)c1csc(Nc2cc(Oc3ccccc3)ncn2)n1 (configuration not stated),-4,-3%,-5%,0%,?,12%,10,0,-0.7
